# Screens from PubChem.
# Jurkat NFkB inh = inhibitors of the PMA/ionomycin-induced NF-kB reporter in Jurkat cells | PMA/ionomycin-induced NF-kB luciferase reporter, luminescence | inhibition, % at 4 µM | actives 0.53% (n = 330,000); in the data active means inhibition above about 50%
# XBP1 UPR activ = activators of adaptive arm of unfolded protein response (XBP1); actives 0.33% (n = 330,000); CHO-XBP1 luciferase reporter, IRE1-XBP1 UPR activation, luminescence; percent of tunicamycin response, DMSO as zero; activation, % at 20 µM;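 active means versus positive control, 20 µM dose yields 30% or more activation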;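 further: 100% = tunicamycin at 10 µg/mL and 0% = DMSO only wells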
#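 Material: CHO-XBP1 cells stably carrying IRE1-XBP1-driven luciferase reporter / Amount: 1000 cells per well / Compound: 20 µM, 1% DMSO / Times: 6 h treatment, 37 °C / Detection: luciferase luminescence / Measure: % activation of reporter signal versus tunicamycin and DMSO controls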
# CHOP UPR activ = apoptotic UPR (CHOP) activation. CHO-CHOP luciferase reporter, luminescence; percent of tunicamycin response over DMSO baseline. activation, % at 10 µM. actives 0.34% (n = 330,000). AID 449763;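 active means at 10 µM dose, activation of 40% or more, normalized to positive control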;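 further: 100% = tunicamycin at 10 µg/mL and 0% = DMSO alone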
#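 System: CHO-CHOP luciferase reporter cell line; amount: 500 cells/well; buffer or medium: F12 medium containing 10% fetal bovine serum; incubation: 6 h compound exposure at 37 °C after overnight seeding; measured by: luciferase luminescence after 10 min with Steady-Glo reagent; evaluation: % reporter activation, DMSO baseline versus tunicamycin full activation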
# Gli-Sufu block = antagonists of Gli-Sufu signaling; Sufu-KO-LIGHT fibroblasts, Gli luciferase reporter luminescence; inhibition, % at 5 µM; actives 0.74% (n = 340,000);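 active means inhibition above about 55%, limit read from the data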;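 further: 0% = DMSO-treated cells and 100% = wells with medium but no cells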
# EBI2 antag = EBI2 (human) antagonism; P32249; EBI2 beta-arrestin recruitment, luminescence, 7a,25-OHC stimulated; inhibition, % at 5 µM; actives 0.81% (n = 360,000); AID 651636; in the data active means inhibition above about 38%;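 further: enzyme fragment complementation signal reports receptor beta-arrestin coupling in cells; 0% = agonist plus DMSO wells and 100% = wells without agonist; some results beyond the cut were filed as inactive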
# CCR6 antagonist = blocks CCL20-driven beta-arrestin recruitment at human CCR6. actives 0.49% (n = 340,000). inhibition, % at 20 µM. CHO-K1 CCR6 PathHunter beta-arrestin, luminescence, CCL20-stimulated. AID 493098. P51684;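 active means compounds whose inhibition of the agonist-driven luminescence signal at 20 µM reaches about 50%, limit read from the data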;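 further: cells stimulated with CCL20 at 14 nM final; plate controls were DMSO with CCL20 for no effect and DMSO without agonist for full effect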
# CXCR6 inh = CXCR6 (human) receptor inhibition. O00574. CHO-K1 PathHunter CXCR6 beta-arrestin, luminescence. inhibition, % at 20 µM. actives 0.36% (n = 360,000). AID 602244; in the data active means inhibition above about 34%, passing the limit was not always enough;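 further: antagonist mode with CXCL16 agonist at 10 nM final; 0% = 10 nM CXCL16 with DMSO and 100% = unstimulated wells without agonist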
# Mdm2 MdmX PPI = human Mdm2/MdmX binding inhibition | actives 3% (n = 330,000) | O15151+Q00987 | SaOS-2 split-luciferase Mdm2/MdmX complementation, luminescence | inhibition, % at 8 µM;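 active means inhibition of at least 50% at 8 µM in the primary screen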
# Target sequence (O15151 whole entry, looked up): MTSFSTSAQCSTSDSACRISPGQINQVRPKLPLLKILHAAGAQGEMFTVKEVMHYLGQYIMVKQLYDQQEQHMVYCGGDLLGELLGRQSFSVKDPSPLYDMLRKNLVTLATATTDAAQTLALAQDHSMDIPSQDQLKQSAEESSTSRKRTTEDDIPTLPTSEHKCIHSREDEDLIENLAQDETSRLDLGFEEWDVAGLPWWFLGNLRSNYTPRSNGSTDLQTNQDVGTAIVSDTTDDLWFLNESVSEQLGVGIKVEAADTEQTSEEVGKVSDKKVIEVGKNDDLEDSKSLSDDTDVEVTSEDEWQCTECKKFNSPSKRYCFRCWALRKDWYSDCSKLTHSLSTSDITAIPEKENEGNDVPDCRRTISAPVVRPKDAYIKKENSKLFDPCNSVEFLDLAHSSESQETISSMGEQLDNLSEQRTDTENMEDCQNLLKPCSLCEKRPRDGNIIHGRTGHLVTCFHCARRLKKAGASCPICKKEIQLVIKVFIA
# Target sequence (Q00987 whole entry, looked up): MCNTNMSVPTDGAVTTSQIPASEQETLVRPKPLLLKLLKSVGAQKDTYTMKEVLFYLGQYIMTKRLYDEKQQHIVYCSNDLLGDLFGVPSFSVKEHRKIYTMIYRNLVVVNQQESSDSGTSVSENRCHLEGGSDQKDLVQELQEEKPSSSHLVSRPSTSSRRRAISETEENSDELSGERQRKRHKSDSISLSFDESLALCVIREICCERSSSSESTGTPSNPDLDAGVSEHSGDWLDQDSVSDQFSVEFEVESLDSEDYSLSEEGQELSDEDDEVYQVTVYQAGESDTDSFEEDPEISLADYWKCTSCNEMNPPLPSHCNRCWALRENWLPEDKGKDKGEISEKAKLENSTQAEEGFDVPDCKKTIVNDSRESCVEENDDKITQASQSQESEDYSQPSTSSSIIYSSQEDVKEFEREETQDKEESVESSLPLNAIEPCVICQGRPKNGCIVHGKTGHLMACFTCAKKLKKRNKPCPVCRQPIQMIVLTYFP
# 697 NFkB inh = inhibitors of the PMA/ionomycin-induced NF-kB reporter in 697 B cells; inhibition, % at 4 µM; AID 435022; 697 B-cell NF-kB luciferase reporter, 16 h; actives 0.33% (n = 330,000); in the data active means inhibition above about 35%
# Numbers without * were called inactive; . = no result given.
1: CC1(C)CC(=O)C2=C(C1)N(Cc1ccco1)C(=O)C2(O)C(F)(F)F (configuration not stated)
2: COc1ccc(-n2ncc3c(NCc4cccnc4)ncnc32)cc1
3: CC(C)Cn1c(-c2cccnc2)nc2c1c(=O)[nH]c(=O)n2CC(C)C
4: CCOc1ccc(N2CC(C(=O)NCc3ccccc3)CC2=O)cc1 (configuration not stated)
5: CC12CCC(=O)C=C1CCCC2=O (configuration not stated)
6: O=C(Nc1ccc(-c2nc3ccccc3[nH]2)cc1)c1ccco1
7: COc1ccc(S(=O)(=O)N2CCOCC2)cc1NC(=O)COC(=O)CC1CC2CCC1C2 (configuration not stated)
8: O=C(c1ccccc1)N1CCC(CC2CC(c3ccc(Cl)cc3)=NO2)(C(=O)NCC2CCCCC2)CC1 (configuration not stated)
assay / entry,1,2,3,4,5,6,7,8
Jurkat NFkB inh,6.0,-62.4,-9.8,11.9,.,-134.6,-14.1,21.7
XBP1 UPR activ,1.7,1.4,3.5,1.1,.,-3.0,-4.2,-0.6
CHOP UPR activ,-2.7,4.0,0.7,-1.3,.,0.3,-0.8,-0.8
Gli-Sufu block,-0.4,22.9,-0.9,20.2,3.2,-0.6,3.7,2.3
EBI2 antag,2.5,1.7,-3.9,0.1,9.9,-0.9,-9.4,-5.3
CCR6 antagonist,1.8,5.2,5.8,-4.6,1.4,-4.1,12.7,3.1
CXCR6 inh,-3.0,-2.6,6.2,0.6,-0.2,-4.6,-0.8,8.6
Mdm2 MdmX PPI,25.6,-92.2,15.9,-4.2,.,-164.0,3.5,2.7
697 NFkB inh,9.8,-121.5,-2.5,0.8,.,-101.1,-13.1,5.4

9: Cc1c(C(c2cc(O)ccc2Cl)c2c(C)n(C)n(-c3ccccc3)c2=O)c(=O)n(-c2ccccc2)n1C
10: S=C(NCCc1ccccc1)Nc1nccs1
11: CC(C)(C)c1ccc(C(=O)CSc2n[nH]c(=O)[nH]c2=O)cc1
12: CCOC(=O)c1cn(CC)c2cc(Cl)c([N+](=O)[O-])cc2c1=O
13: COc1ccc(C)cc1S(=O)(=O)NC1CCCCC1C (configuration not stated)
14: CN(C)C(=O)c1ccc(NC(=O)c2ccc(-c3ccc(Cl)cc3)o2)cc1
15: O=C(NCCn1ccc2ccccc21)c1ccc2c(c1)OCO2
16: CC(=O)NS(=O)(=O)c1ccc(NC(=O)c2ccc3c(c2)OCO3)cc1
assay / entry,9,10,11,12,13,14,15,16
Jurkat NFkB inh,.,-12.3,3.3,-6.4,6.2,-13.9,-121.0,3.7
XBP1 UPR activ,.,0.5,-0.9,-0.9,-3.2,2.0,1.2,0.9
CHOP UPR activ,.,0.9,2.3,-0.5,-1.6,3.9,6.7,2.2
Gli-Sufu block,24.8,-16.9,-0.1,12.5,-0.8,-4.9,-89.4,-0.6
EBI2 antag,5.9,-8.4,2.7,-2.6,0.2,8.4,-1.0,6.5
CCR6 antagonist,5.1,8.5,0.4,10.1,6.8,21.1,6.0,7.0
CXCR6 inh,-0.7,17.3,0.1,-3.4,0.9,-1.2,-2.4,-10.9
Mdm2 MdmX PPI,.,-12.4,6.0,-8.6,7.9,20.8,-162.4,5.4
697 NFkB inh,.,-40.2,13.6,7.0,0.6,-39.8,-157.0,13.3

17: CC(=O)Nc1cccc(NC(=O)c2cc(-c3cccnc3)nc3ccc(Br)cc23)c1
18: O=C(c1ccccc1)C(O)(Cc1ccccc1)c1ccccc1 (configuration not stated)
19: CN1CCN(S(=O)(=O)c2ccc(N(C)Cc3cccc(F)c3)nc2)CC1
20: CCCCCOC(=O)CC(C(=O)OCCCCC)N1CCCCC1 (configuration not stated)
21: O=C1CCCc2nc(N3CCN(C(=O)c4ccco4)CC3)ncc21
22: COc1ccc(C(C2C(=O)CC(C)(C)CC2=O)C2C(=O)CC(C)(C)CC2=O)cc1CO
23: CCOC(=O)CN(C(=O)COc1nc(-c2ccccc2)cc(C)c1C#N)c1ccc(C)cc1
24: Cc1ccc(Cl)cc1N1CCN(Cc2cc(=O)n3ccsc3n2)CC1
assay / entry,17,18,19,20,21,22,23,24
Jurkat NFkB inh,9.6,-9.6,-5.6,10.5,-65.5,21.8,8.8,7.6
XBP1 UPR activ,-2.0,-1.0,-5.5,0.6,-2.3,-1.7,2.4,-3.9
CHOP UPR activ,3.8,-2.1,3.4,-1.9,4.6,-1.1,-4.0,2.4
Gli-Sufu block,2.3,8.6,-0.6,-12.5,16.4,3.6,5.6,8.5
EBI2 antag,-26.9,13.5,-8.4,0.9,-3.1,-16.5,23.9,-6.4
CCR6 antagonist,8.9,14.7,-10.6,26.8,7.9,4.0,16.2,10.3
CXCR6 inh,3.9,5.4,1.8,-1.5,-4.0,0.9,7.4,4.2
Mdm2 MdmX PPI,68.1*,22.9,20.3,10.1,-31.8,-6.8,-2.0,21.9
697 NFkB inh,40.7*,4.7,14.9,5.6,-48.6,1.3,-10.5,11.4

25: CCCN(CCC)CCNC(=O)c1cn(C)c(=O)c2c1c1ccccc1n2C
26: CC1=C(OC(=O)c2ccccc2)C(C)(C)C(c2ccc(Br)cc2)OC1=O (configuration not stated)
27: O=C(NCc1ccc(Cl)cc1)N1CCN(Cc2ccccc2)CC1
28: O=c1cc[nH]c2cc(Cl)ccc12
29: CC(=O)c1ccc(OCc2ncc(C(F)(F)F)cc2Cl)cc1
30: CCOC(=O)c1ccc(NC(=O)Nc2ccc(OC)c(OC)c2)cc1
31: COc1ccc(/C=N\Nc2ncc(F)c(N3CCOCC3)n2)cc1OC
32: C=CCn1c(N)cc(=O)nc1SCC(=O)NC(C)c1ccccc1 (configuration not stated)
assay / entry,25,26,27,28,29,30,31,32
Jurkat NFkB inh,1.3,-0.1,-17.9,13.5,-22.5,-3.8,1.3,-3.1
XBP1 UPR activ,-1.1,-3.9,-0.5,-1.5,-0.6,-1.6,1.2,-1.0
CHOP UPR activ,2.2,0.2,0.3,-1.1,1.4,1.5,3.6,-0.5
Gli-Sufu block,26.6,3.5,10.5,1.6,-6.3,61.2*,-3.6,-2.3
EBI2 antag,-3.8,26.9,15.7,-10.0,-0.1,6.4,-0.2,-8.8
CCR6 antagonist,6.4,-3.3,5.2,5.5,8.8,11.8,-2.1,-15.4
CXCR6 inh,-3.6,9.5,0.8,-2.2,3.7,-6.9,-4.0,-1.8
Mdm2 MdmX PPI,-23.2,18.9,23.7,5.1,-2.4,12.0,31.0,-0.7
697 NFkB inh,-0.1,-14.9,-12.7,15.0,5.3,-16.6,19.4,-11.8

33: O=C(CSc1n[nH]c(-c2cccs2)n1)NCCc1ccccc1
34: COc1ccc(C(=O)Nc2cc(=O)[nH]c3ncnn23)cc1
35: O=C(CC1CCCCC1)N1CCC(c2nc(-c3ccc(S(=O)(=O)N4CCCC4)cc3)no2)CC1
36: CCOCCn1c(=NC(=O)c2cc3ccccc3oc2=O)sc2cc(S(N)(=O)=O)ccc21
37: CCCCC(OC(=O)c1ccco1)C(=O)NCc1ccc(C)cc1 (configuration not stated)
38: COc1cccc(NC(=O)CN(C)C(=O)c2ccc(Cl)c(S(=O)(=O)N3CCCCCC3)c2)c1
39: O=C(COC(=O)C12CC3CC(CC(O)(C3)C1)C2)Nc1ccc(Br)cc1F
40: CC1(c2ccc3noc(-c4cccc(F)c4)c3c2)OCCO1
assay / entry,33,34,35,36,37,38,39,40
Jurkat NFkB inh,-0.7,2.6,32.0,10.5,-11.1,6.4,-39.0,-29.4
XBP1 UPR activ,0.3,1.6,-5.1,-2.0,-2.8,1.3,0.0,-1.9
CHOP UPR activ,0.6,1.1,-1.1,0.7,0.7,1.9,4.3,1.5
Gli-Sufu block,-8.1,0.3,9.3,0.2,15.5,0.5,-1.8,-0.7
EBI2 antag,0.8,-0.8,13.8,-8.5,-1.2,10.7,-0.2,31.4
CCR6 antagonist,8.4,4.7,22.9,-3.0,19.9,15.8,3.7,1.7
CXCR6 inh,-1.7,-3.1,12.3,1.0,-2.7,-2.8,-2.3,-7.7
Mdm2 MdmX PPI,16.6,17.2,30.9,-16.5,3.0,20.4,-5.3,17.8
697 NFkB inh,-1.7,7.7,-16.6,-19.4,-2.9,-5.4,-6.2,22.9

41: O=C(COc1ccccc1Br)NC1CC1
42: CC(=O)NCCNC(=O)c1ccc2c(c1)S(=O)(=O)c1ccccc1C2=O
43: COc1ccccc1N1CCN(C(=O)CN(c2ccc(C)c(C)c2)S(C)(=O)=O)CC1
44: NS(=O)(=O)c1ccc2nc(NC(=O)CS(=O)(=O)c3ccccc3)sc2c1
45: O=S(=O)(c1ccc(Br)s1)N1CCC2(CC1)OCCO2
46: O=C(N/N=C/c1ccc(O)c([N+](=O)[O-])c1)C1CC1(c1ccccc1)c1ccccc1 (configuration not stated)
47: CC(C(=O)N/N=C/c1ccc(N(C)C)c(Br)c1)N(c1ccccc1)S(C)(=O)=O (configuration not stated)
48: CCN1C(=O)/C(=C\c2cn(CCC#N)nc2-c2ccc(F)cc2)SC1=S
assay / entry,41,42,43,44,45,46,47,48
Jurkat NFkB inh,-7.6,-21.1,8.2,-9.8,3.9,7.2,-12.9,4.1
XBP1 UPR activ,-1.6,0.7,-1.1,-2.6,-3.9,9.1,12.6,-3.0
CHOP UPR activ,-0.7,-0.2,-1.0,0.8,1.9,-1.1,-5.6,0.5
Gli-Sufu block,-19.9,-12.3,6.8,-25.4,3.8,8.5,4.0,4.2
EBI2 antag,-2.6,-16.6,-2.8,-2.2,-10.8,8.5,9.2,29.3
CCR6 antagonist,2.9,-17.6,1.5,14.0,5.6,33.8,-2.6,16.5
CXCR6 inh,-6.9,-6.0,2.3,-0.5,0.4,27.3,-0.6,2.4
Mdm2 MdmX PPI,2.8,18.5,-17.8,12.3,3.6,25.8,2.9,19.8
697 NFkB inh,2.6,-20.3,7.8,-1.3,6.3,-9.1,17.0,-3.0
